Screening results deposited in PubChem BioAssay by National Center for Advancing Translational Sciences (NCATS).
GLS inhibitor: qHTS for Inhibitors of Glutaminase (GLS); Glutaminase kidney isoform, mitochondrial (Homo sapiens), O94925; GLS enzymatic activity, qHTS titration; Potency, µM (titrated, usually from 45.5 µM), inactives show top-dose activity change, negative = inhibition, hits mostly inhibitors; hit rate 0.21% among 410,000; AID 624170, 2012; further: on the % scale 0 is the no-effect control and ±100 the full control effect
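Two-point fluorescence kinetic (t0, 30 min RT) for hKGA; glutamate detected via glutamate oxidase–HRP–Amplex Red. Substrate: 1 mM L-glutamine solution; buffer 45 mM KH2PO4, pH 8.2.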
ALOX12 inh: Primary qHTS assay for inhibitors of human arachidonate 12S-lipoxygenase (ALOX12): Round 2 | Polyunsaturated fatty acid lipoxygenase ALOX12 (Homo sapiens), P18054 | purified 12hLO, xylenol orange hydroperoxide absorbance | Potency, µM (top dose mostly 108 µM), without a hit: top-dose activity change, negative = inhibition, most hits filed as inhibitors | hit rate 1.1% among 580,000 | AID 1671190, 2021; further: on the % scale 0 is the no-effect control and ±100 the full control effect
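Hydroperoxide product was detected by ferrous iron/xylenol orange as the 573 to 405 nm absorbance ratio. Arachidonic acid at 40 uM (final) was turned over for 30 min at room temperature by 150 nM human 12hLO, pH 7.0 Hepes buffer, after 15 min compound preincubation.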
ERG-DNA inh: qHTS for Small Molecule Inhibitors of the ERG Ets/DNA interaction | Transcriptional regulator ERG (Homo sapiens), P11308 | fluorescence polarization, His-ERG Ets domain / labelled DNA | Potency, µM (highest dose often 76.9 µM), for the others: at the top dose FP activity, negative = inhibition, usual class: inhibitors | hit rate 0.028% among 370,000 | AID 624246, 2012; active means well fitted inhibition curve with a large enough effect in the polarisation, with a control signal flat; inconclusive means small, poorly fitted or top-dose-only effect, or effect the other way, or a change in a side signal; inactive means no such curve, though single readings can be large or run the other way; the % refers to the polarisation;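 further: polarization taken with two DNA probes labelled with fluorescein and Texas red; % of control where 0% means no effect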
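His-tagged ERG Ets domain (1 uM in the protein solution; 300mM KCl, 50mM Tris-HCl, 1mM EDTA, 1mM DTT, pH 7.5) received compound, then a probe mix of 5 nM fluorescein-DNA and 100nM Texas-615-DNA. Fluorescence polarization was read for both dyes.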
Tb PGK inh: qHTS Assay to Find Inhibitors of Phosphoglycerate Kinase; hit rate 0.043% among 380,000; PGK/GAPDH coupled, Kinase-Glo luminescence, 60 min; Potency, µM (titrated, usually from 57.5 µM), for the others: top-dose activity change, negative = inhibition, hits mostly inhibitors; further: on the % scale 0 is the no-effect control and ±100 the full control effect; nearly all actives have a fitted effect of over 60% in size
Target sequence (P07378 whole entry, looked up): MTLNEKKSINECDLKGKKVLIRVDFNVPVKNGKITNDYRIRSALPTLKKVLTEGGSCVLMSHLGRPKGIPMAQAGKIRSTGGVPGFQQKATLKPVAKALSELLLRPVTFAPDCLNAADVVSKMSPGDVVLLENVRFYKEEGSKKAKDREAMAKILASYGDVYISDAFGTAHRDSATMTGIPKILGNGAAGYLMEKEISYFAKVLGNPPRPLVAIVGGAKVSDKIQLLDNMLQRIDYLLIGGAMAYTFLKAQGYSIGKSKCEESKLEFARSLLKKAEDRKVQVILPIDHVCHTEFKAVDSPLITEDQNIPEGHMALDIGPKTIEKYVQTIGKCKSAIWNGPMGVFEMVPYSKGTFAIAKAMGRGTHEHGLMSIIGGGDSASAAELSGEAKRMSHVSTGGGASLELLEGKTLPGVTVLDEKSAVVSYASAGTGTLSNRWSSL
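Recombinant glycosomal PGK reaction used 1,3-bisphosphoglycerate generated in-well by GAPDH (100nM final) in 100mM TEA pH 7.6, 5mM MgCl2, 0.01% Tween-20. After 60 minutes at room temperature, ATP was read by Kinase-Glo Plus luminescence end-point.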
Pin1 inhibitor: qHTS Assay to Find Inhibitors of Pin1; AID 504891, 2011; Potency, µM (doses to about 115 µM), for the others: at the highest dose activity, negative = inhibition, most hits filed as inhibitors; hit rate 0.009% among 390,000; Pin1 FP peptide displacement, HiFluor488, 10 min; Peptidyl-prolyl cis-trans isomerase NIMA-interacting 1 (Homo sapiens), Q13526; active means well fitted inhibition curve with a large enough effect in the polarisation, with a control signal flat, not every such curve was filed as active; inconclusive means small, poorly fitted or top-dose-only effect, or effect the other way, or a change in a side signal; inactive means no such curve, though single readings can be large or run the other way; the % refers to the polarisation; further: on the % scale 0 is the no-effect control and ±100 the full control effect
Target sequence (Q13526 whole entry, looked up): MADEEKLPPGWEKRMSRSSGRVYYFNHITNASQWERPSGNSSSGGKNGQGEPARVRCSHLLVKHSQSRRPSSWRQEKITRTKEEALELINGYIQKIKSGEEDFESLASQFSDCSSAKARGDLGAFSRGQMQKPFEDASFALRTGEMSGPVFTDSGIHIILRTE
TrxR1 inh: qHTS Assay for Inhibitors of Mammalian Selenoprotein Thioredoxin Reductase 1 (TrxR1): qHTS | recombinant rTrxR1, NADPH fluorescence consumption, selenite substrate | Thioredoxin reductase 1, cytoplasmic (Rattus norvegicus), O89049 | hit rate 1% among 390,000 | Potency, µM (top dose mostly 114 µM), without a hit: top-dose activity change, negative = inhibition, actives largely listed as inhibitors; further: on the % scale 0 is the no-effect control and ±100 the full control effect; nearly all actives have a fitted effect of over 65% in size
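Rat TrxR1 (90 nM in the dispensed reagent) was pre-reduced with 400 uM NADPH for 5 min at room temperature, then incubated with compound for 15 min. After 400 uM selenite was added, NADPH fluorescence (Ex 340/Em 450 nm) was followed for 8 min.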
RGS4 inhibitor: Inhibitors of Regulator of G Protein Signaling (RGS) 4: qHTS; Regulator of G-protein signaling 4 (Homo sapiens), P49798; Transcreener GDP fluorescence polarization, RGS4-accelerated GTP hydrolysis; Potency, µM (titrated, usually from 114 µM), for the others: at the top dose activity change, negative = inhibition, most hits filed as inhibitors; hit rate 0.039% among 390,000; AID 504845, 2011; further: on the % scale 0 is the no-effect control and ±100 the full control effect; nearly all actives have a fitted effect of over 75% in size; some results filed as inactive show a strong effect at the top dose
Target sequence (P49798 whole entry, looked up): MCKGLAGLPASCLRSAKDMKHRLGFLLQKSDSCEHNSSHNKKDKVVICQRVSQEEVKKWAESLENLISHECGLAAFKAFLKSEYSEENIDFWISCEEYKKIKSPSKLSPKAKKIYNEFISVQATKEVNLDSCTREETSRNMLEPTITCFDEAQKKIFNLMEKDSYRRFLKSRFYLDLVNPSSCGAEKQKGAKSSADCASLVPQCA
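MLSMR compounds (23 nl, pin-transferred) preincubated 10 min at room temperature with a 500nM (2x) first reagent, then RGS4 at 900nM (2x) plus Transcreener GDP mix added; fluorescence polarization (620/688 nm) read before and after 90 min at 30 °C.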
JMJD2A Tudor: qHTS Assay for Inhibitors of JMJD2A-Tudor Domain. Potency, µM (titrated, usually from 114 µM), without a hit: at the top dose activity change, negative = inhibition, usual class: inhibitors. AlphaScreen JMJD2A-Tudor / H3K4me3 peptide binding. Lysine-specific demethylase 4A (Homo sapiens), O75164. hit rate 4.4% among 390,000. AID 504339, 2011; further: on the % scale 0 is the no-effect control and ±100 the full control effect; nearly all actives have a fitted effect of over 50% in size
HP1b chromo inh: HTS for Inhibitors of HP1-beta Chromodomain Interactions with Methylated Histone Tails; Chromobox protein homolog 1 (Homo sapiens), P83916; AlphaScreen HP1-beta / biotin-H3K9me3 peptide binding; Potency, µM (top dose mostly 114 µM), for the others: top-dose activity change, negative = inhibition, actives largely listed as inhibitors; hit rate 0.56% among 390,000; AID 540317, 2011; further: nearly all actives have a fitted effect of over 70% in size; inactives centre near 23
Target sequence (P83916 whole entry, looked up): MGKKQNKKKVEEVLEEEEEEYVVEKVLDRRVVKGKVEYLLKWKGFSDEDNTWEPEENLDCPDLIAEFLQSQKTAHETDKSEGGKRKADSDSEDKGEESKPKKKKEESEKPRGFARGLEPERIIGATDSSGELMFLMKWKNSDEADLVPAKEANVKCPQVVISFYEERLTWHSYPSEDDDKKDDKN
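Compound inhibition of the preformed complex between 50 nM HP1-beta and 50 nM biotinylated H3K9me3 peptide was read by AlphaScreen. Buffer was PBS pH 7.4 with 0.01% Tween-20. Incubations ran 30 min at room temperature, with 10 ug/mL donor/acceptor beads.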
* marks the source's active call; other numbers are inactive results; i = inactive; u = inconclusive; x = no result given; & = joins results of further samples; [ ] = another dose, or the depositor's remark. Unless noted, the call rests on the fitted dose curve; in most records, active means well fitted curve in the direction sought with a large enough effect; inconclusive means small, poorly fitted or top-dose-only effect, or another doubt; inactive means no such curve, though single readings can be large; an effect the other way counts as inactive or inconclusive. Potency means the concentration at half of the fitted maximal effect. Some of the compounds tested; rates above refer to the full screens.

GLS inhibitor	ALOX12 inh	ERG-DNA inh	Tb PGK inh	Pin1 inhibitor	TrxR1 inh	RGS4 inhibitor	JMJD2A Tudor	HP1b chromo inh	smiles
5%	-21%	2%	0%	-5%	11%[57.1 µM]	23%	-5%	30%	COC(=O)c1ccc(NC(=O)C(=O)NCCc2sc3nc(-c4ccc(OC)cc4)nn3c2C)cc1
-8%	-1%	0%	-4%	-1%	21%	-21%	0%	44%[activator]	O=C(CCNC(=O)C1CCN(S(=O)(=O)c2ccccc2)CC1)NCc1ccc(Cl)cc1Cl
8%	-29%	15%	i	-21%	u	1%	-9%	31%	CCC(O)(CC)C(=O)NN(C(=O)CCl)c1ccccc1
2%	-14%	0%	-10%	4%	-7%	-6%	-1%	32%	O=C(NCc1ccccc1F)C1CCN(c2nn3cc(-c4ccc(F)cc4)nc3s2)CC1
0%	0%	-1%	-1%	-5%	4%[57.1 µM]	26%	5%	32%	CN(C)c1nc(N)nc(Nc2ccccc2C#N)n1
-1%	5%	8%	-1%	6%	5%	u	-18%	27%	S=c1nc(-c2ccccc2)c(-c2ccccc2)n[nH]1
3%	-4%	-12%	-1%	7%	-55%	-31%	-27%[11.4 µM]	u	CCn1c2ccccc2c2cc(NC(=O)CNCC3CCCO3)ccc21 (stereo unspecified)
-6%	-22%	-15%	-4%	0%	-9%	0%	-5%	38%	CCN(C(=O)COC(=O)C(C)(C)Oc1ccc(Cl)cc1)c1c(N)n(Cc2ccccc2)c(=O)[nH]c1=O
0%	-13%	-4%	-9%	-2%	2%[57.1 µM]	-32%	-1%	25%	CCC(C)Sc1nc(O)cc(=O)[nH]1 (stereo unspecified)
3%	u	2%	-4%	2%	27%[11.4 µM]	11%	0%	27%	CCN(CC)CCNC(=O)c1c(O)c2cc(OC)c(OC)cc2[nH]c1=O
0%	8%	0%	-2%	0%	20%	19%	-1%	13%	COC(=O)c1cc(OC)c(OC)cc1NC(=O)c1ccc2c(c1)CCN2S(=O)(=O)c1ccccc1
-5%	-6%	x	-7%[11.5 µM]	3%	50%[activator]	-13%	-11%	20%	COC(=O)c1ccc(NC(=O)CNC(=O)C2CCCCC2)cc1
5%	29%	-6%	5%	0%	11%	7%	13%	19%	COc1ccccc1C(=O)N1CCN=C1SC
10%	370%[activator]	6%	9%	1%	-2%	3%	0%	18%	COc1ccc(Cl)cc1NC(=O)c1cccc(N2C(=O)C3CC=CCC3C2=O)c1 (stereo unspecified)
-5%	-9%	-2%	-4%	-6%	4%	-23%	-17%	10%	CCOC(=O)C1CCN(C(=O)Cn2ncc3c4ccccc4n(C)c3c2=O)CC1
25%	u	-2%	-9%	-13%	u	-16%	20µM*	18µM*	COc1ccc(OCC(=O)c2c(O)c3ccccc3oc2=O)cc1
0%	-5%	-2%	-2%	-1%	-17%	-27%	-15%	17%	O=C(COC(=O)CCCSc1nc2ccccc2[nH]1)Nc1ccc(Cl)cc1
2%	35µM*	3%	0%	11%	-2%	18%	u	13%	O=C1OC(/C=C/c2ccc(Cl)cc2Cl)=NC/1=C\c1cccs1
0%	4%	3%	-10%	-12%	2%	-36%	-17%	36%	COc1ccccc1CCCNC(=O)C1CCC(=O)N(CCc2cccc(F)c2)C1 (stereo unspecified)
-2%	15%&-14%	0%	-5%	2%	7%	1%	-16%	28%	Cc1cc2oc(=O)cc(CN3CCOCC3)c2c(C)c1Cl
0%	-2%	2%	-3%	-2%	27%&-7%	-6%	-25%	0%	O=C(NCCc1ccccc1)[C@@H]1CC=C[C@@H]2CCN(Cc3ccc(Cl)c(Cl)c3)C(=O)[C@@H]21
-15%	-37%	3%	-11%	-3%	-12%	0%	2%	26%	CCOc1ccccc1OCCCCn1c(-c2ccc(Cl)cc2)nc2ccccc2c1=O
8%	1%	11%	-6%	2%	9%	27%	-10%	5%	O=C(Nc1ccccc1Cl)N1CCN(C/C=C/c2ccccc2)CC1
1%	5%&19%	-3%	-1%	6%	5%[57.1 µM]	-7%	-29%	22%	Cn1c(=O)c2c(nc(CN3CCN(Cc4ccccc4)CC3)n2Cc2cccc(Cl)c2)n(C)c1=O
-3%	-30%	1%	-8%	u	-23%	8%	-30%	56%[activator]	CC1CN(C(=S)SCC(=O)c2ccccc2)CC(C)O1 (stereo unspecified)
-13%	0%	22%	0%	-4%	20%[57.1 µM]	58%[activator]	-16%	18%	O=C(Nc1cccc(NC(=O)c2cccs2)c1)c1ccc2c(c1)OCO2
-4%	0%	-7%	-4%	0%	-4%[57.1 µM]	-22%	u	4%	COCCn1c(C)cc(C(=O)COC(=O)c2ccc(N3CCCC3=O)cc2)c1C
-1%	u	2%	-1%	19%	10%	-3%	-14%	55%[activator]	COc1ccc(Br)cc1CNC(=O)CCCn1c(=O)c2cccn2c2cccnc21
9%	-5%	7%	-6%	0%	23%	15%	-3%	36%[activator]	O=C(O)c1ccc(OS(=O)(=O)c2ccc(Cl)s2)c(Cl)c1
-3%	12%	u	-5%	10%	21%	-11%	-10%	17%	COc1ccc(-c2csc3ncnc(N4CCN(S(=O)(=O)c5ccccc5C#N)CC4)c23)cc1
0%	8%	-3%	-3%	-1%	6%	-3%	-23%	4%	CCC1CCCCN1C(=O)N[C@@H](Cc1ccccc1)C(=O)O (stereo partly specified)
-10%	-2%	x	0%	5%	-14%	-9%	-3%	21%	COc1ccc2c(OC)cc(=O)n(C)c2c1
0%	17%	11%	-20%	-11%	36%[activator]	21%	63%[activator]	93%[activator]	COc1ccc(-c2cc3cccc(OC)c3oc2=O)cc1
3%	12%	-5%	-5%	4%	-1%	-27%	-4%	25%	O=C(OCCCN=C1NS(=O)(=O)c2ccccc21)c1ccccc1
-6%	7%	0%	i	1%	11%	7%	0%	32%	O=C(COC(=O)/C=C/c1ccccc1)NNC(=O)c1ccc([N+](=O)[O-])cc1
2%	-18%	1%	6%	17%	26%	18%	-30%	6%	Cc1nnc(N2CCC(C(=O)NCCc3ccccc3Cl)CC2)c2nn(-c3ccccc3)c(C)c12
-2%	-7%	11%	9%	6%	1%	-3%	-8%	40%[activator]	CN(CCc1ccccn1)C(=O)CCC1CCCN(C(=O)c2ccccn2)C1 (stereo unspecified)
-2%	-13%[57.4 µM]	x	-8%	-8%	-27%	-45%	7.9µM*	32%	S=c1[nH]nc(Cc2cccs2)n1-c1ccccc1
2%	31%[activator]	12%	-4%	-3%	12%	-13%	8%	37%	Cn1c(CNC(=O)c2ccco2)nnc1SCC(=O)Nc1cccc(F)c1
-9%	5%	7%	-2%	13%	-18%	-51%	-14%	24%	COc1ccc(/C=C/C(=O)c2ccc3c4c(cccc24)CC3)cc1
2%	1%	-1%	8%	8%	4%	2%	-17%	14%	Cc1ccccc1CNC(=O)CCC(=O)N1CCSc2ccccc21

3 compounds out of the list, ordered by formula weight, high to low.
GLS inhibitor	ALOX12 inh	ERG-DNA inh	Tb PGK inh	Pin1 inhibitor	TrxR1 inh	RGS4 inhibitor	JMJD2A Tudor	HP1b chromo inh	smiles
-8%	-1%	0%	-4%	-1%	21%	-21%	0%	44%[activator]	O=C(CCNC(=O)C1CCN(S(=O)(=O)c2ccccc2)CC1)NCc1ccc(Cl)cc1Cl
0%	8%	0%	-2%	0%	20%	19%	-1%	13%	COC(=O)c1cc(OC)c(OC)cc1NC(=O)c1ccc2c(c1)CCN2S(=O)(=O)c1ccccc1
10%	370%[activator]	6%	9%	1%	-2%	3%	0%	18%	COc1ccc(Cl)cc1NC(=O)c1cccc(N2C(=O)C3CC=CCC3C2=O)c1 (stereo unspecified)

Of the compounds above, these contain a cyano group.
GLS inhibitor	ALOX12 inh	ERG-DNA inh	Tb PGK inh	Pin1 inhibitor	TrxR1 inh	RGS4 inhibitor	JMJD2A Tudor	HP1b chromo inh	smiles
0%	0%	-1%	-1%	-5%	4%[57.1 µM]	26%	5%	32%	CN(C)c1nc(N)nc(Nc2ccccc2C#N)n1
-3%	12%	u	-5%	10%	21%	-11%	-10%	17%	COc1ccc(-c2csc3ncnc(N4CCN(S(=O)(=O)c5ccccc5C#N)CC4)c23)cc1
